697 NFkB inh: inhibitors of the PMA/ionomycin-induced NF-kB reporter in 697 B cells; 697 B-cell NF-kB luciferase reporter, 16 h; inhibition, % at 4 µM; AID 435022; 0.33% of 330,000 active; in the data active = inhibition above about 35%
TIM10 inh: growth inhibitors of TIM10 yeast strain. 1.4% of 330,000 active. inhibition, % at 10 µM. AID 463195. S. cerevisiae TIM10 strain growth, BacTiter-Glo luminescence, 24 h;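 active = inhibition of 40% or more at the single tested concentration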;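 note: wild-type TIM10 isogenic control strain grown at permissive 25 °C; 0% = DMSO yeast wells and 100% = minimal medium wells without yeast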
Jurkat NFkB inh: lowers PMA/ionomycin-induced NF-kB signal in Jurkat cells | inhibition, % at 4 µM | PMA/ionomycin-induced NF-kB luciferase reporter, luminescence | 0.53% of 330,000 active; in the data active = inhibition above about 50%
tim10-1 inh: inhibits growth of tim10-1 mutant yeast; inhibition, % at 20 µM; S. cerevisiae tim10-1 ts strain growth, BacTiter-Glo, 24 h; 2.2% of 330,000 active;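 active = inhibition of at least 40%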;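 note: mutant grown at 25 °C; 0% = DMSO wells with yeast and 100% = wells holding no yeast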
Mdm2-MdmX inh: disrupts the human Mdm2-MdmX interaction; SaOS-2 split-luciferase Mdm2/MdmX complementation, luminescence; O15151+Q00987; AID 485346; 3% of 330,000 active; inhibition, % at 8 µM;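 active = inhibition of at least 50% at 8 µM in the primary screen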
Target sequence (O15151 whole entry, looked up): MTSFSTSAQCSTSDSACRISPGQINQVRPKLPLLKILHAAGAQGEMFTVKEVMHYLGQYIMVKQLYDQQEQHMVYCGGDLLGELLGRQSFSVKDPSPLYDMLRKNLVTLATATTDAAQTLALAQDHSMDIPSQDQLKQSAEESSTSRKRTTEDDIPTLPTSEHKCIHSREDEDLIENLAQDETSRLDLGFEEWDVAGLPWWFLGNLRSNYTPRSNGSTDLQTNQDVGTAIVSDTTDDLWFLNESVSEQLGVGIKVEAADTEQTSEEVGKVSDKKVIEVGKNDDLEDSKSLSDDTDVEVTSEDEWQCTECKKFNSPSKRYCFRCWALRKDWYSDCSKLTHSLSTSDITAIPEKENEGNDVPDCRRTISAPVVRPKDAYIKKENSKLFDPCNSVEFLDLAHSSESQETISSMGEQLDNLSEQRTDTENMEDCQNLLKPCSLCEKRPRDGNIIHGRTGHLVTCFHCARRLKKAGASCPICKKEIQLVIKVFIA
Target sequence (Q00987 whole entry, looked up): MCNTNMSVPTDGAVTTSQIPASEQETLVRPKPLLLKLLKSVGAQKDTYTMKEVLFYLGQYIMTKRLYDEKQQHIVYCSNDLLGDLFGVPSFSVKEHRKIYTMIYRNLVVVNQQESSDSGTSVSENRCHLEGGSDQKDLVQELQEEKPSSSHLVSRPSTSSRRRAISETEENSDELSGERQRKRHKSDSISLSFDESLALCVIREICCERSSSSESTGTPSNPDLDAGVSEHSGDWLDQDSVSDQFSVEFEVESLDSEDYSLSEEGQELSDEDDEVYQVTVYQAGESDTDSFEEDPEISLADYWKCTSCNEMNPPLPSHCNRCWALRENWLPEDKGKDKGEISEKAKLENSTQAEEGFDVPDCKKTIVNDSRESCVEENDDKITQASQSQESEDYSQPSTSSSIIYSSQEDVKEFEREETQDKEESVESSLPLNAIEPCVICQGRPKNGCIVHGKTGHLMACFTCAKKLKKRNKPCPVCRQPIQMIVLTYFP
tim23-1 inh: tim23-1 yeast growth inhibition | AID 463212 | 1.3% of 330,000 active | S. cerevisiae tim23-1 growth, BacTiter-Glo luminescence, 24 h | inhibition, % at 20 µM;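 active = growth inhibition of the mutant yeast at or above 50%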;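 note: temperature-sensitive mutant grown at 25 °C; plate controls were DMSO-treated mutant yeast for no effect and medium wells lacking yeast for full effect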
UPR CHOP act: activators of apoptotic arm of unfolded protein response (CHOP) | CHO-CHOP luciferase reporter, UPR activation, luminescence; percent of tunicamycin response over DMSO baseline | activation, % at 10 µM | 0.34% of 330,000 active;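 active = at 10 µM dose, activation of 40% or more, normalized to positive control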;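 note: 100% = tunicamycin at 10 µg/mL and 0% = DMSO alone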
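assay system = CHO CHOP reporter cells | amount = 500 CHO-CHOP cells per well | buffer or medium = F12 with 10% FBS | incubation = 16-18 h cell attachment, then 6 h compound exposure, 37 °C | detection = luminescence read with Steady-Glo | read-out = percent activation relative to tunicamycin control | controls = tunicamycin high control, DMSO low control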
UPR XBP1 act: activators of adaptive arm of unfolded protein response (XBP1) | CHO-XBP1 luciferase reporter, IRE1-XBP1 UPR activation, luminescence; percent of tunicamycin response, DMSO as zero | activation, % at 20 µM | 0.33% of 330,000 active | AID 463104;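 active = versus positive control, 20 µM dose yields 30% or more activation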;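 note: 100% = tunicamycin at 10 µg/mL and 0% = DMSO only wells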
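Material: IRE1-XBP1 luciferase reporter CHO line / Quantity: one thousand reporter cells per well / Buffer or medium: F12 with 10% serum / Compound: 20 µM single concentration, DMSO 1% / Times: 6 h treatment, 37 °C / Detection: Steady-Glo luciferase glow luminescence, 10 min after reagent addition / Benchmarks: tunicamycin high, DMSO low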
Active calls of the source: *.

SMILES	697 NFkB inh	TIM10 inh	Jurkat NFkB inh	tim10-1 inh	Mdm2-MdmX inh	tim23-1 inh	UPR CHOP act	UPR XBP1 act
O=C(c1ccc(COc2ccc(Br)cc2)o1)N1N=C(C(F)F)CC1(O)C(F)F (stereo not drawn)	5	27	10	26	8	12	-0.6	-1
COc1ccc(N(CC(=O)NC2CC3CCC2C3)S(=O)(=O)c2ccccc2)cc1Cl (stereo not drawn)	-4	19	7	25	-15	43	0.1	-3
O=C1NC(Cc2ccccc2)c2nc3cc(F)ccc3c(=O)n2-c2cc(Cl)ccc21 (stereo not drawn)	6	7	-2	15	16	19	0.8	-1
Cc1cc(=O)[nH]c2c(C)c(Cl)ccc12	-4	-1	-1	6	14	12	2.1	0
O=C(COC(=O)CN1C(=O)C2CCCCC2C1=O)Nc1ccc(F)c(F)c1F (stereo not drawn)	6	6	0	9	35	15	1.7	1
CCOC(=O)c1ccc(NC(=O)c2nc[nH]c2C(=O)N(C)Cc2ccccc2)cc1	15	10	5	42*	13	33	-0.1	2
O=C(COc1ccc(Cl)cc1)N1CCN(S(=O)(=O)c2ccccc2)CC1	-2	-16	-9	25	-16	-14	-0.9	0
Cc1ccc(S(=O)(=O)C2(C(=O)Nc3ccc(F)cc3)CC2)cc1	-3	4	10	0	4	10	-2.9	-4
CCN(CC)CCCOC(=O)c1ccc(OC)cc1O	-3	-11	8	2	18	13	0.1	0
COC(=O)c1ccc(C2C(C(=O)c3cc4ccccc4o3)=C(O)C(=O)N2CCN2CCOCC2)cc1 (stereo not drawn)	-13	3	-4	19	3	15	1.0	-1
Cc1cc(Cl)ccc1OCC(=O)NCCOc1nc(N2CCCCC2)nc(N2CCOCC2)n1	-3	30	-3	21	11	27	-0.5	-2
COc1ccc(S(=O)(=O)N(C)CC(=O)Nc2ccccc2C(F)(F)F)cc1	-31	8	-4	-5	0	24	-2.7	-1
Cc1nn(CCCC(=O)Nc2sc3c(c2C#N)CCC3)c(C)c1[N+](=O)[O-]	8	-15	-2	28	14	34	-1.1	-3
CC(C)CNC(=O)CN(C1CCCCC1)S(C)(=O)=O	1	-11	-6	0	-21	14	-0.3	-1
O=C(Nc1ccccc1F)c1ccc([N+](=O)[O-])s1	-13	56*	-5	45*	29	-51	1.8	1
Cc1occc1C(=O)NNS(=O)(=O)c1ccc([N+](=O)[O-])cc1	3	-3	-6	0	15	-8	0.1	-2
COc1ccc(NC(=O)N(C)C[C@H]2Oc3c(NS(=O)(=O)c4ccc(OC)cc4)cccc3C(=O)N([C@H](C)CO)C[C@@H]2C)cc1	4	-1	23	-2	18	0	-0.7	-6
O=C(Nc1ccccc1NC(=O)c1ccco1)c1ccco1	11	-17	-2	20	21	9	-2.5	4
CCCNc1nc(-c2cc(C(=O)Nc3ccccc3)on2)cc(C(C)C)n1	9	2	0	28	14	28	-0.5	0
N#CCSc1nnc(-c2sc3ccccc3c2Cl)o1	-25	-4	-12	28	6	8	4.5	-1
O=S(=O)(c1ccccc1)N1CCN(c2nc(-c3cccs3)nc3ccccc23)CC1	-3	24	9	4	-6	22	-0.7	-3
N#CC1(NC(=O)COc2cccnc2[N+](=O)[O-])CCCCC1	10	14	-1	12	-3	15	0.3	2
O=C1C2=C(Nc3ccccc3SC2c2ccco2)c2ccccc21 (stereo not drawn)	-53	46*	-36	20	29	55*	1.8	-6
COc1ccc(/C=C(/NC(=O)c2ccco2)C(=O)N2CCCCC2)cc1	10	-3	0	17	0	7	-0.1	-3
CCN(CC)S(=O)(=O)c1cccc(C(=O)N/N=C/c2ccccc2OCC(=O)O)c1	5	-9	2	2	-14	-5	0.1	0
Oc1ccc(-c2nc3ccccn3c2NCc2ccc3c(c2)OCO3)cc1	-3	5	-9	9	31	5	1.9	-1
COc1cc2ccc(=O)oc2c(O)c1OCC=C(C)C	0	12	-1	20	-6	15	2.7	2
O=C(c1ccc(COCC(F)(F)F)cc1)N1CCN(c2ccccn2)CC1	17	17	3	16	-2	12	1.0	3
CC1CCCC(NC(=O)CCCn2ncn3c(cc4occc43)c2=O)C1C (stereo not drawn)	3	-1	6	37	15	29	2.1	-1
C[C@@H]1CC[C@@]23COC(=O)C2=CCC[C@@H]3[C@@]1(C)CC/C(=C/CO)CO	12	0	-3	8	10	18	0.9	0
CCOC(=O)C1CCN(C(=O)Nc2ccc3nccnc3c2)CC1	17	6	-12	-3	8	5	1.7	0
CCCCNc1c(-c2cccc(SC3CCCCC3)c2)nc2ccc(Cl)cn12	-14	7	3	16	-13	20	1.2	-2
COc1cccc2oc3cc(C#CC4(O)CCCCC4)ccc3c(=O)c12	-352	0	-213	33	13	9	-1.2	0
O=C(NC(c1cccnc1)C(F)(F)F)c1cc(COc2ccc3c(c2)CCCC3)on1 (stereo not drawn)	-100	5	-15	42*	-15	37	15	-4
COc1ccc(C(=O)Nc2c(N)nc(SCC(=O)NCC3CCCO3)[nH]c2=O)cc1 (stereo not drawn)	-3	-2	-7	-9	12	-9	0.5	-1
Cc1cc(-c2nnnn2-c2ccc(F)cc2)no1	24	16	4	13	9	2	-0.2	1
Cc1cccc(C)c1OCc1nnc(SCC(=O)NCc2ccccc2)o1	-1	11	-5	21	-18	31	-2.5	-2
CCNC(=S)NNC(=O)c1cc(-c2cccc(OC)c2)nc2ccccc12	-51	40	-24	56*	1	56*	0.2	0
O=C(NCCc1csc(-c2cccnc2)n1)c1cccc2ccccc12	-7	-2	1	15	-22	15	-0.8	-3
NC(=O)c1nn(-c2ccccc2)nc1NC(=O)CN1CCCCC1	9	-14	6	0	8	-2	-1.9	1
CCN1C2OC3OC4C(OC3OC2N(CC)S1(=O)=O)N(CC)S(=O)(=O)N4CC (stereo not drawn)	3	11	11	2	33	4	1.2	2
CCCCN=C(C)c1c(O)c2ccccc2oc1=O	-44	1	-36	15	-20	26	5.8	4
Cc1ccccc1-n1c(C)nnc1SCC(=O)NCC1CCCO1 (stereo not drawn)	-4	-5	-7	1	12	4	-0.2	-3
CC(=O)C(Cc1ccccc1)NC(=O)COC(=O)c1cccc(C)c1[N+](=O)[O-] (stereo not drawn)	5	5	7	10	-26	17	-0.4	-3
COc1ccc(OC)c(-c2cc(C3CCN(c4ncccc4[N+](=O)[O-])CC3)[nH]n2)c1	-3	12	-10	33	32	32	1.3	0
Cc1ccc(CC(=O)NC(C)CCc2ccccc2)cc1 (stereo not drawn)	15	6	10	21	18	16	-0.9	-1
CCOC(=O)CN(C(=O)COc1nc(C)cc(C)c1C#N)c1ccc(F)cc1	22	21	12	24	-2	22	-0.7	-1
CC(C)c1ccc(C(=O)Nc2cccnc2)cc1	-4	3	-117	-3	19	19	6.2	0
CCOC(=O)C(C)Oc1cccc2c(=O)n(CC(=O)N3CCCc4ccccc43)ccc12 (stereo not drawn)	32	-7	-3	8	34	4	-0.5	-3
CCOc1ccc2oc(=O)cc(CN3CCOCC3)c2c1	3	2	-19	9	-7	4	0.5	-3
O=C(NCCNC(=O)c1ccccn1)c1ccc(F)cc1	3	-10	-3	6	1	9	-1.8	3
O=C(NCc1ccco1)c1ccccc1F	-9	8	-8	20	-8	-1	0.5	0
Cc1ccc(C(=O)Nc2cc(C(C)C)c(O)c(C(C)C)c2)cc1	34	-38	-2	-56	3	-7	2.7	-3
O=C(NCc1nc(-c2ccc(C(F)(F)F)cc2)no1)c1cccs1	2	20	8	7	21	34	-0.6	1
CC(=O)Nc1nnc(SCc2cccc(F)c2)s1	-12	4	2	8	-15	17	1.6	8
O=C(Oc1ccc(C(=S)N2CCOCC2)cc1)c1ccc([N+](=O)[O-])cc1	0	2	-1	4	21	0	-0.1	-2
CCOc1ccc(/C=N/n2nnnc2N)cc1O	0	12	-12	5	23	5	0.7	0
COC(=O)c1ccc(C(=O)OC)c(NC(=O)CN2CCCCC2)c1	1	-38	-4	-26	-3	-4	1.2	-3
Cc1nn(-c2ccccc2)c(N)c1N=Nc1ccc(Cl)cc1	-141	44*	-82	34	-123	12	4.4	4
Cc1ccc(-c2c[n+](CC(=O)Nc3ccccc3)c3n2CCC3)cc1	-7	-13	-11	-17	16	-2	0.1	-2

A second format for part of the listing above:
Each structure is followed by: 697 NFkB inh | TIM10 inh | Jurkat NFkB inh | tim10-1 inh | Mdm2-MdmX inh | tim23-1 inh | UPR CHOP act | UPR XBP1 act
- Cc1cccc(C)c1OCc1nnc(SCC(=O)NCc2ccccc2)o1
    -1 | 11 | -5 | 21 | -18 | 31 | -2.5 | -2
- CCNC(=S)NNC(=O)c1cc(-c2cccc(OC)c2)nc2ccccc12
    -51 | 40 | -24 | 56* | 1 | 56* | 0.2 | 0

Next section:
SMILES	697 NFkB inh	TIM10 inh	Jurkat NFkB inh	tim10-1 inh	Mdm2-MdmX inh	tim23-1 inh	UPR CHOP act	UPR XBP1 act
COC(=O)Nc1ccc(S(=O)(=O)N2CCCC(C(=O)N3CCCCCC3)C2)cc1 (stereo not drawn)	-3	-4	-16	5	-2	30	-2.6	3
O=C(Nc1ccccc1N1CCN(c2ccccc2)CC1)c1ccccc1F	2	-1	13	17	6	16	-2.4	0
COc1ccc(-n2nc3c(N4CCC(C(=O)NCC(C)c5ccccc5)CC4)nnc(C)c3c2C)cc1 (stereo not drawn)	18	7	23	12	70*	-3	4.0	14
COC(=O)Nc1ccc(S(=O)(=O)Nc2ccccc2F)cc1	0	4	-8	17	15	0	0.5	-3
Oc1ccc(N2CCN(Cc3nc4ccccc4[nH]3)CC2)cc1	5	5	-9	-7	4	-13	1.0	-1
C/C(=C\C(=O)c1ccc(Br)cc1)N1CCCCC1	1	13	7	19	7	18	3.9	0
CSc1nc(O)c(C(c2ccc(O)cc2)c2c(O)nc(SC)[nH]c2=O)c(=O)[nH]1	-8	2	-8	-2	-18	16	2.1	1
CCOc1ccc(CC(C(N)=O)C(N)=O)cc1CN(C)C	9	-7	14	5	3	17	-1.9	-4
Cc1cc(C(=O)NNC(=O)CN2C(=O)NC(C)(c3ccccc3)C2=O)c(C)o1 (stereo not drawn)	21	-9	4	-23	-17	-9	0.5	-1
CCOC(=O)CSc1ccc(S(=O)(=O)N2CCCCC2)cc1[N+](=O)[O-]	5	16	9	9	8	7	0.9	-1
COCCNC(=O)CSc1nc2ccccc2c(=O)n1CC1CCCO1 (stereo not drawn)	6	-2	-5	11	19	-1	-0.2	-2
CCCc1nc2sc3c(c2c(=O)[nH]1)CCCC3	23	-33	-11	-11	3	22	-0.7	3
CC(C)c1ccc(/C=C2\SC(N3CCOCC3)=NC2=O)cc1	-16	8	-21	36	-1	31	3.3	3
Cc1cc(=O)oc2n[nH]c(-c3ccccc3)c12	12	2	12	7	-1	-1	-0.8	7
CC(=O)NC(Cc1ccc(F)c(F)c1)C(=O)NC1CCN(S(=O)(=O)c2ccc(C)cc2)CC1 (stereo not drawn)	16	0	-9	12	20	-1	2.5	0
Cc1cccc(NC(=S)N2CCC(C(=O)c3ccc(F)cc3)CC2)c1C	-11	-2	-7	3	7	20	-1.9	-3
CS(=O)(=O)Nc1ccc(C2=NN(S(C)(=O)=O)C(c3cccs3)C2)cc1 (stereo not drawn)	7	3	5	9	-32	8	2.2	1
Cc1ccc(NC(=O)N2CCC(NC(=O)C(C)(C)C)CC2)cc1	15	7	-3	5	3	7	0.9	-2

Structures from the list above containing bromine, in the order listed:
SMILES	697 NFkB inh	TIM10 inh	Jurkat NFkB inh	tim10-1 inh	Mdm2-MdmX inh	tim23-1 inh	UPR CHOP act	UPR XBP1 act
O=C(c1ccc(COc2ccc(Br)cc2)o1)N1N=C(C(F)F)CC1(O)C(F)F (stereo not drawn)	5	27	10	26	8	12	-0.6	-1
C/C(=C\C(=O)c1ccc(Br)cc1)N1CCCCC1	1	13	7	19	7	18	3.9	0

Bioassay records (PubChem)
